Source: PubChem (several laboratories)
CHT allo act – CHT positive allosteric modulators, primary screen, cell-based, membrane potential dye, choline EC20; High affinity choline transporter 1 (Homo sapiens), Q9GZV3; CHT-expressing cells; active compounds read high; LV-AA mutant CHT in HEK293 cells; B-score at 10 µM; hit rate 0.49% among 310,000;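 active = initial fluorescence not abnormally high and integrated response B-score, plate-corrected, over 3 SD above library mean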
Target sequence (Q9GZV3 whole entry, looked up): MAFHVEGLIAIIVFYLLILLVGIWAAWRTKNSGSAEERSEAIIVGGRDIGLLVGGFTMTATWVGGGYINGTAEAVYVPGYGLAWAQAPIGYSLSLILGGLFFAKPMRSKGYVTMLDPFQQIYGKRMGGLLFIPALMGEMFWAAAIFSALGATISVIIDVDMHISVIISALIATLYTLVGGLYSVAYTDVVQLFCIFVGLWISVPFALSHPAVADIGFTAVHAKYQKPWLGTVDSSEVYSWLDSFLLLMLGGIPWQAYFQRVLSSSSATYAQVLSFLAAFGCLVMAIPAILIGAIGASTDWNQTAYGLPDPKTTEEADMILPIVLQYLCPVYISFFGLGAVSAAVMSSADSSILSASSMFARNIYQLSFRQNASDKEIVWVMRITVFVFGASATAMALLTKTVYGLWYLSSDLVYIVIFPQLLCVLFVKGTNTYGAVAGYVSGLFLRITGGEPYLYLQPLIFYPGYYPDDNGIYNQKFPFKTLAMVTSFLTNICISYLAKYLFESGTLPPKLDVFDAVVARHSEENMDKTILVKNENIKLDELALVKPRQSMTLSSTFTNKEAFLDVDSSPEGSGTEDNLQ
OX1R antag – OX1R (HCRTR1) antagonists, primary screen, fluorescence, CHO/OX1R cells, Fluo-8 calcium, orexin A. Orexin/Hypocretin receptor type 1 (Homo sapiens), O43613. Fluo-8 calcium fluorescence. inhibition, % at 5 µM. hit rate 0.43% among 330,000. AID 434989, 2010;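 active = inhibition above its plate's threshold, mean inhibition of all tested compounds on the plate plus 3 SD, cut at about 37% in these data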;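 note: 0% = orexin A challenge wells and 100% = SB-334867-A antagonist wells; not every result past the cut was called active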
Target sequence (O43613 whole entry, looked up): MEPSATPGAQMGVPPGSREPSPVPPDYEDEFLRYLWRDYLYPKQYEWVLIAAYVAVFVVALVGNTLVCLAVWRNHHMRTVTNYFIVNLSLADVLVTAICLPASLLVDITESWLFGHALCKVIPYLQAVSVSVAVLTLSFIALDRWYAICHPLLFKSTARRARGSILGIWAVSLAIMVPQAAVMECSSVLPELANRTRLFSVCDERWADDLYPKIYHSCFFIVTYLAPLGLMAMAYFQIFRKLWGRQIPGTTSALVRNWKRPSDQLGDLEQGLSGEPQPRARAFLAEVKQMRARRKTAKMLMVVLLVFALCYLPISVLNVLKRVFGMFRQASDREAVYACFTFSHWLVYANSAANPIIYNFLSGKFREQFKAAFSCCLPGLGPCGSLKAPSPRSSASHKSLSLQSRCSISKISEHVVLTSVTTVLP
* marks the source's active call; other numbers are inactive results; i = inactive; nt = not tested or not shown.

SMILES | CHT allo act | OX1R antag
CCCCC(=O)NC(=S)Nc1ccccc1N1CCCCC1 | i | -37
CC(=O)Oc1ccc(C2(C)CC(C)(C)Oc3cc(OC(C)=O)ccc32)c(OC(C)=O)c1 (stereo not given) | i | -14
O=C(NCCCn1ccnc1)c1ccc2ccccc2c1 | i | -6
COc1ccc(CCNC(=O)CN2C(=O)NC(CCSC)C2=O)cc1 (stereo not given) | i | -4
Cc1ccc(-n2nnnc2SCC(=O)NNC(=O)c2ccc([N+](=O)[O-])cc2)cc1 | i | -27
CN(C)CCNC(=O)c1cc2cc(Br)ccc2oc1=O | i | -31
Fc1cc(NCc2ccccc2)nc(NCc2ccccc2)n1 | i | -8
CCN(CC(=O)Nc1cccc(OC)c1)CC(=O)Nc1ccccc1C | i | 5
CC1Oc2ccccc2C=C1/C=N/NC(=O)[C@@H](C)NC(=O)OC(C)(C)C (stereo not given in full) | i | -18
CC1=C(C(=O)OC2CCCC2)C(c2coc3ccccc3c2=O)C2=C(CCCC2=O)N1 (stereo not given) | i | -39

Some values from the results shown.
OX1R antag, CC(=O)Oc1ccc(C2(C)CC(C)(C)Oc3cc(OC(C)=O)ccc32)c(OC(C)=O)c1 (stereo not given) → -14
OX1R antag, CN(C)CCNC(=O)c1cc2cc(Br)ccc2oc1=O → -31

Going on with the list:
SMILES | CHT allo act | OX1R antag
C=CCN1C(=O)/C(=C/C=C2/N(CC)c3ccc(S(=O)(=O)N(C)C)cc3N2CC)SC1=S | i | 18
COc1ccc(CCNC(N)=S)cc1OC | i | 1
COc1ccc(NC2CC(=O)N(c3cccc([N+](=O)[O-])c3)C2=O)cc1 (stereo not given) | i | -18
COc1ccc(CNC(=O)CCc2cc(OC)c(OC)c(OC)c2)cc1 | i | -18
O=C(c1cccc([N+](=O)[O-])c1)N1CCN(S(=O)(=O)/C=C/c2ccccc2)CC1 | nt | -13
O=C(Cc1ccccc1)NCCS(=O)c1ccc(Cl)cc1 (stereo not given) | i | 3
C/C(=N\NC(=O)c1ccc(Br)cc1)c1cccc(NC(=O)c2cccnc2)c1 | i | -3
CCOC(=O)C1CCN(C(=O)Cn2cc3c(n2)CCC(C)C3)CC1 (stereo not given) | i | -8
O=C(COC(=O)c1ccc2ncsc2c1)Nc1cccc(Cl)c1 | nt | 6
O=C(CNCc1ccccc1Cl)Nc1ccc(C(=O)N2CCCCC2)cc1 | i | -6
CCCNC(=S)N1CCC(NC(=O)c2cccc(C)c2)CC1 | i | -12
CN(C)S(=O)(=O)c1ccc(C(=O)Nc2cccc(C(=O)N3CCOCC3)c2)cc1 | i | -16
Cc1cc(C)nc(SC2CC(=O)N(c3ccc(Cl)cc3)C2=O)n1 (stereo not given) | i | 0
CCOC(=O)c1nn(-c2cccc(C)c2)c2nnc(Cc3ccc(C)cc3)c(=O)n12 | i | -19
Cc1cc(Br)ccc1NC(=O)CN(C)C(=O)C1CSC2(C)CCC(=O)N12 (stereo not given) | nt | -11
CCOC(=O)c1sc(NC(=O)CCCn2nc([N+](=O)[O-])c(Cl)c2C)c(C(=O)OCC)c1C | i | -5
CCOC(=O)c1sc(=S)n(-c2ccc(OC)cc2)c1N | i | 4
CC1(C)c2cc(Cl)ccc2-n2c1cc(O)c(-c1ccccc1)c2=O | i | -17
NC(=O)c1cc(Cc2ccccc2)sc1NC(=O)c1ccco1 | i | -15
O=C(c1ccc(Br)cc1)N(Cc1nc2ccccc2c(=O)[nH]1)C1CCCC1 | i | -42
COc1ccccc1NC(=O)C(C)N(C)Cc1ccc(Cl)s1 (stereo not given) | i | -41
COc1ccccc1-c1nc(C#N)c(N2CCC(C(N)=O)CC2)o1 | i | -5
O=S(=O)(Nc1ccccc1)c1ccc(NS(=O)(=O)c2cccs2)cc1 | i | 2
COc1ccc(Nc2cc(C(=O)NCCCN3CCN(C)CC3)c3ccccc3n2)cc1OC | i | -17
CN(C)c1ccc(CN(C(=O)c2ccco2)C2CCS(=O)(=O)C2)cc1 (stereo not given) | i | -9
CCC1(C)Cc2nc3[nH]c(=S)n(-c4ccccc4)c(=O)c3cc2CO1 (stereo not given) | i | -4
CN(CC(=O)Nc1c(Cl)cccc1Cl)C(=O)c1cccn1C | i | -18
CCC(C(=O)NCCc1ccc(C)cc1)n1nc(C)c2c(C)n(-c3ccccc3)nc2c1=O (stereo not given) | i | -32
C#Cc1ccc([C@@H]2C=C(C(=O)O)O[C@H](OCc3ccc(CO)cc3)C2)cc1 | i | -16
CCn1c(CCc2ccccc2)n[nH]c1=S | i | -17
CCCCNC(=O)c1onc(CSc2cccc(F)c2)c1C(=O)O | i | -8
Cc1ccc(OCC(=O)N2CCCC(CO)(CCOc3ccccc3)C2)cc1 (stereo not given) | i | -5
COc1ccc(N(CCCN2C(=O)c3cccc4cccc(c34)C2=O)C(=O)c2cccnc2)cc1 | i | -36
COC(=O)CSc1nnc(-c2ccco2)n1-c1ccc(C)cc1 | i | -8
O=C(CN1C(=O)S/C(=C\c2ccc(O)c([N+](=O)[O-])c2)C1=O)Nc1ccc(N2CCOCC2)cc1 | i | nt
CCC1CCCCN1CCNS(=O)(=O)c1ccc2c(c1)oc(=O)n2C (stereo not given) | i | -11
CCOc1nc(NCCc2ccc(OC)c(OC)c2)nc(N2CCN(c3ccc(OC)cc3)CC2)n1 | i | -6
CC1Cc2ccccc2N1S(=O)(=O)c1cccc(C(=O)NCCCO)c1 (stereo not given) | i | -24
CCOC(=O)C1C2C=CC3(CN(c4ccccc4CC)C(=O)C13)O2 (stereo not given) | i | -17
FC(F)(F)c1cccc(N2CCN(C(=S)NCC3CCCO3)CC2)c1 (stereo not given) | i | 0
Fc1cccc(C2NN=C(c3ccccc3)S2)c1 (stereo not given) | i | -26
CCN(C(=O)COC(=O)c1ccc(OC)c(S(=O)(=O)N(C)Cc2ccccc2)c1)C1CCS(=O)(=O)C1 (stereo not given) | i | -24
[O-][n+]1c2ccccc2[n+]([O-])c2cc(O)ccc21 | i | -13
COCCCNC(=O)C1CC(=O)N(CCc2ccc(OC)c(OC)c2)C1 (stereo not given) | i | -3
CCCN1C(=O)/C(=C/c2ccncc2)SC1=S | i | -21
Cc1ccc(NC(=O)COC(=O)c2cc(Cl)ccc2[N+](=O)[O-])c(C)c1 | i | -12
CCCCn1c(SCC(=O)NCc2ccc(OC)c(C(=O)O)c2)nc2cc(S(N)(=O)=O)ccc21 | i | 3
O=C(CNC(=O)c1ccc2c(c1)OCCO2)N/N=C/c1cccc(Br)c1 | i | -11
CC(C(=O)NCc1ccccc1Cl)N1C(=O)c2ccccc2C1=O (stereo not given) | i | -25
CC(C)C(=O)NC(c1ccc([N+](=O)[O-])cc1)c1c(O)ccc2ccccc12 (stereo not given) | i | 5

The list continues.
SMILES | CHT allo act | OX1R antag
CCOc1c([N+](=O)[O-])cc2c(C)c(C(=O)N3CCN(C)CC3)oc2c1OCC | i | -30
Cc1ccc(-c2cc(C(=O)N3CCCC3)no2)cc1 | i | -11
O=C(CSc1nnnn1C1CCCCC1)Nc1ccc2c(c1)OCO2 | i | -8
O=C(COc1ccccc1)NC1CCS(=O)(=O)C1 (stereo not given) | i | -10
Cc1cc(-c2nnc(CCC(=O)NCc3ccc(OC(F)(F)F)cc3)o2)no1 | i | -21
CCN1C(=O)/C(=C/C=C2/CCCN2C)OC1=S | i | -10
CCC(C)NC(=O)C1=CCN(S(=O)(=O)c2ccc(C)cc2)CC1 (stereo not given) | i | -16
O=C(CN1C(=O)C2C3C=CC(C4CC34)C2C1=O)NCc1ccco1 (stereo not given) | i | -39
COC(=O)c1cccn(CC(=O)c2ccc(Cl)cc2Cl)c1=O | i | -17
Cc1nc(N2CCOCC2)nc2c1CCC2 | i | -4
CCOC(=O)N1CCN(c2c(NCCc3ccc(OCC)c(OCC)c3)c(=O)c2=O)CC1 | i | -48
CCc1ccc(C2NC(=S)NC3=C2C(=O)N(c2ccccc2OC)C(c2ccc(CC)cc2)N3)cc1 (stereo not given) | i | -8
COC(=O)CN1C(=O)c2cccc3cccc1c23 | i | -19
CSc1nccc(Oc2ccc(C#N)cc2)n1 | i | -17
Cn1cc(Cl)c(C(=O)NC(=S)Nc2sc3c(c2C#N)CCCCC3)n1 | i | -11
Cc1ccc(NC(=O)CN(c2ccc(Cl)cc2)S(=O)(=O)c2cc([N+](=O)[O-])ccc2Cl)c(C)c1 | i | -19
COc1ccccc1NC(=O)CCSc1ccc(C)cc1 | i | -8
COc1ccc(-c2c(-c3cc(OC)cc(OC)c3)n(C)c3ccc(-c4cccc5[nH]ccc45)cc23)cc1 | nt | 5
COc1ccc(CNC(=O)C(C)c2ccc([N+](=O)[O-])cc2)cc1 (stereo not given) | i | -11
CCN(CC)C(=O)CSc1nc2ccccc2c(=O)n1CCC(=O)NCc1ccc(F)cc1 | i | -23

Another view of part of the listing above.
CC1Oc2ccccc2C=C1/C=N/NC(=O)[C@@H](C)NC(=O)OC(C)(C)C (stereo not given in full)
  CHT allo act = i | OX1R antag = -18
CC1=C(C(=O)OC2CCCC2)C(c2coc3ccccc3c2=O)C2=C(CCCC2=O)N1 (stereo not given)
  CHT allo act = i | OX1R antag = -39
C=CCN1C(=O)/C(=C/C=C2/N(CC)c3ccc(S(=O)(=O)N(C)C)cc3N2CC)SC1=S
  CHT allo act = i | OX1R antag = 18

Other results
SMILES | CHT allo act | OX1R antag
COc1ccc(CCNc2nc3ccccc3n3nnnc23)cc1OC | i | -29
Cc1ccc(NS(=O)(=O)c2cccc(C(=O)Nc3cc(C)on3)c2)cc1 | i | -29
N#CC1(NC(=O)CSc2nc3ccccc3o2)CCCCC1 | nt | -22
O=C(Oc1ccc([N+](=O)[O-])cc1)C1CC(=O)N(c2ccc3c(c2)OCCO3)C1 (stereo not given) | nt | 13
Cc1ccc(C2OC34CCCCCC3C(C#N)(C(=N)O4)C2(C#N)C#N)cc1 (stereo not given) | i | -14
O=S(=O)(Nc1ccccc1F)c1ccc(Cl)nc1 | nt | 2
CCOC(=O)C(C)Sc1ccc2nnc(-c3ccc(F)cc3)n2n1 (stereo not given) | i | -12
COc1cc(CNCC(C)C)cc(Br)c1OCC(=O)Nc1ccccc1 | i | -15
CCCCCCNc1nc(-c2ccc(OC)cc2)c(CCC(=O)O)s1 | i | -18
Cc1cccc(NC(=O)CSc2nc(C)c(CC(=O)c3ccc(Br)cc3)c(C)c2C#N)c1C | i | -25
Cc1ccccc1Nc1ncnc2c1cnn2C | i | -18
COCCN(CC(=O)Nc1cccc(C)c1C)C(=O)c1ccc2ccccc2n1 | nt | -24
CN(C)CCCN(Cc1ccccc1)C(=S)Nc1ccc(OC(F)F)cc1 | i | -12
O=C(Nc1ccccc1F)Oc1cccc(OC(=O)Nc2ccccc2F)c1 | i | -2
COc1ccc(N2C(=O)C3CCCN3C2c2ccc(Cl)cc2)cc1 (stereo not given) | i | -4
O=C(COC(=O)c1ccc[n+]([O-])c1)Nc1ccc([N+](=O)[O-])cc1C(F)(F)F | nt | -12
CCN(CCn1cccn1)C(=O)C1CCC(=O)N(CC2CCCCC2)C1 (stereo not given) | i | 7
CC(C)Oc1ccccc1C1(c2ccccc2)NC(=O)NC1=O (stereo not given) | i | -13
CC(=O)NC(O)C(=O)c1ccccc1 (stereo not given) | i | -2
Cc1ccc2c(cnn2C(=O)CCC(=O)NCc2cccc(Br)c2)c1 | i | -10

Looked up by structure from the entries so far:
SMILES | CHT allo act | OX1R antag
Cc1ccc2c(cnn2C(=O)CCC(=O)NCc2cccc(Br)c2)c1 | i | -10
O=C(Nc1ccccc1F)Oc1cccc(OC(=O)Nc2ccccc2F)c1 | i | -2
CC(C)Oc1ccccc1C1(c2ccccc2)NC(=O)NC1=O (stereo not given) | i | -13
O=C(COC(=O)c1ccc[n+]([O-])c1)Nc1ccc([N+](=O)[O-])cc1C(F)(F)F | nt | -12
CC(=O)NC(O)C(=O)c1ccccc1 (stereo not given) | i | -2
COCCN(CC(=O)Nc1cccc(C)c1C)C(=O)c1ccc2ccccc2n1 | nt | -24
CN(C)CCCN(Cc1ccccc1)C(=S)Nc1ccc(OC(F)F)cc1 | i | -12

Other compounds follow:
SMILES | CHT allo act | OX1R antag
COc1ccc(-c2[nH]ncc2CN2CCCCCCC2)c(OC)c1 | i | -22
CCSc1nc2ccccc2n1CC(=O)OC | i | 3
CCC(C)NC(=O)c1cnc2n(c1=O)CCS2 (stereo not given) | i | -5
S=C(NCC1CCCCC1)Nc1ccc(Oc2ccccc2)cc1 | i | -22
COc1ccc(N2CCN(CC(O)COc3cc(C)ccc3C)CC2)cc1 (stereo not given) | i | -40
O/N=C/c1ccn(-c2ccc(Br)cc2)c1 | i | -22
CC1CCCN(CCOc2cccc(Oc3ccccc3)c2)C1 (stereo not given) | i | -2
COc1ccc(C(=O)NCCS(=O)(=O)N2CCCC2)cc1 | i | -11
Cc1ccccc1OCCC(=O)OCC(=O)Nc1c(F)cccc1F | i | -10
C=CCSc1n[nH]c(-c2cccs2)n1 | i | -9
O=C(CCc1nnc2n(Cc3ccccc3)c(=O)c3ccccc3n12)NCCN1CCOCC1 | i | -7
CCN1C(=O)CC(N2CCC(C(=O)OC)CC2)C1=O (stereo not given) | i | -15
COc1ccccc1N1CCN(C(=O)C(=O)c2cn(CC(=O)N3CCCCCC3)c3ccccc23)CC1 | i | -32
CCNc1nc(NC(C)C)nc(ON=C(C)C)n1 | i | 10
Cc1ccc(C)c(NC(=S)N2CCC(NC(=O)c3ccc(F)cc3)CC2)c1 | i | -35
O=C(COC(=O)C1CC1)NCCNC(=O)COC(=O)C1CC1 | i | -1
CCC(CC)C(=O)Nc1cccc(/C(C)=N/NC(=O)c2c(Br)cnn2C)c1 | i | -11
CC/C(=C/c1ccccc1)c1cccc2[nH]c3c(OC)cccc3c12 | i | -17
COc1cccc(N(CC(=O)NC2CCCC2)C(=O)Cn2nnc(-c3ccc(C)cc3)n2)c1 | i | -23

Hits appear at their usual frequency; overall some 0.83% were active at least once.
